# Bioassay records: PubChem BioAssay, Southern Research Specialized Biocontainment Screening Center
# M. tuberculosis = growth inhibition of non-replicating M. tuberculosis (AID 488890); 0.39% of 320,000 active; one-dose inhibition, % at 25 µM; IC50 in µM for titrated hits; Mycobacterium tuberculosis non-replicating, growth inhibition; higher % means a stronger effect; in the data active = a potency from the dose series; inconclusive = inhibition mostly from about 82% at the one dose, without a potency; inactive = the rest, 99 in 100 with inhibition below about 76%;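 also: plate controls were DMSO cells for no effect and high antibiotic wells for full effect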
# Salmonella PhoP GFP = PhoP regulon inhibitors, Salmonella typhi PhoP promoter GFP reporter, confirmatory (AID 1850). 0.33% of 310,000 active. inhibition, % at 50 µM; hits with a dose series show IC50 in µM. Salmonella Typhi PhoP-promoter GFP reporter, fluorescence, 4 h; higher % means a stronger effect; in the data active = a potency from the dose series; inconclusive = inhibition mostly from about 25% at the one dose, without a potency; inactive = the rest, 99 in 100 with inhibition below about 19%;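 also: 0% = induced wells with vehicle and 100% = uninduced wells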
# influenza NS1A = H1N1 influenza NS1A inhibitors, functional cell based assay (AID 504329); NS1A functional cell-based assay, percent inhibition; higher % means a stronger effect; inhibition, % at 12.5 µM, or IC50 in µM where a hit was titrated; 0.3% of 340,000 active; in the data active = a potency from the dose series; inconclusive = inhibition above about 27% without an active follow-up result; also: strong numbers were not always called active
# VEEV TC-83 Vero = inhibitors of VEEV TC-83 cytopathic effect, confirmation, Vero cells (AID 588727) | Vero cells, VEEV TC-83 cytopathic effect inhibition; higher % means a stronger effect | 0.13% of 350,000 active | one-dose inhibition, % at 20 µM; IC50 in µM for titrated hits; in the data active = a potency from the dose series; inconclusive = inhibition mostly from about 14% at the one dose, without a potency; inactive = the rest, 99 in 100 with inhibition below about 12%; also: strong numbers were not always called active
# H37Rv inhibition = M. tuberculosis growth inhibition, HTS (AID 449762); M. tuberculosis H37Rv growth inhibition, 7H9 media; higher % means a stronger effect; inhibition, % at 25 µM, or IC50 in µM where a hit was titrated; 0.59% of 330,000 active; in the data active = a potency from the dose series; inconclusive = inhibition above about 70% without an active follow-up result;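 also: bacterial growth assessed after seven days of incubation; strong numbers were not always called active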
# * = called active by the depositor; i = inactive; ? = inconclusive; · = not tested or not shown.
SMILES	M. tuberculosis	Salmonella PhoP GFP	VEEV TC-83 Vero	H37Rv inhibition	influenza NS1A
Cc1ccc(-n2ncc3c(=O)[nH]c(SCC(=O)NCC4CCCO4)nc32)cc1 (stereo not given)	-15%	·	2.5%	-3%	2%
CCCCCOc1ccc(CSC(=N)N)cc1[N+](=O)[O-]	?	58µM*	21µM*	-1%	6%
Cn1nnnc1SCc1ccc(Cl)cc1	7%	-11%	0.2%	2%	-8%
Cc1no[n+]([O-])c1COc1ccccc1/C=N/n1nnnc1N	6%	-3%	4.7%	2%	0%
COc1cc(C(C[N+](=O)[O-])c2c(C)cc3ccccn23)ccc1O (stereo not given)	39%	-1%	3.6%	9%	-3%
COC(=O)c1sc(NC(=O)CC(C)C)c(C(=O)OC)c1C	1%	20%	0.6%	4%	-3%
COc1cccc(N(CC(=O)Nc2cccc(C(C)=O)c2)S(C)(=O)=O)c1	-8%	3%	1.4%	-9%	-19%
COc1cc(NC(=O)NCC2CCN(Cc3ccccc3Cl)CC2)cc(OC)c1OC	-2%	-8%	i	9%	-11%
CNC(=O)c1c(N)sc2c1CCCCC2	3%	-13%	·	-11%	·
COc1ccc(N2CCN(C(=O)COC(=O)CCOc3ccc(C)cc3)CC2)cc1	50%	-1%	3.0%	?	-11%
CCC(=NCc1ccc(F)cc1)c1c(O)n(C)c(=O)n(C)c1=O	8%	4%	i	8%	-1%
COc1cc(NC(=S)NCCSc2ccc(C)cc2)cc(OC)c1	75%	20%	1.4%	2%	-1%
CCOc1ccc(C(C)(C)C)cc1S(=O)(=O)n1nc(C)cc1C	30%	5%	i	-4%	0%
COC(=O)NC(Nc1sc2c(c1C(N)=O)CCCC2)(C(=O)OC)C(F)(F)F (stereo not given)	7%	-7%	0.2%	-1%	-6%
COc1ccc(CN2CCn3ncc(C(=O)Nc4cccc(C)c4)c3C2=O)cc1	1%	12%	1.7%	4%	-6%
O=c1[nH]nc(N2CCOCC2)c(=O)[nH]1	-3%	8%	0.6%	0%	-8%
COC(=O)C(Cc1ccc(OC(=O)c2ccc(C)cc2)cc1)N1Cc2ccccc2C1=O (stereo not given)	28%	-5%	i	-2%	9%
CCN1CCN(C(=S)Nc2cccc(C(F)(F)F)c2)CC1	-12%	-2%	1.4%	2%	-8%
Cc1ccsc1C(=O)C1CCCN(Cc2cnn(C)c2)C1 (stereo not given)	-7%	-5%	1.7%	-2%	-13%
Cc1cnc(C(=O)Nc2ccc(F)cc2)cn1	18%	-8%	2.4%	-14%	7%
COc1cc(/C=N/n2c(-c3ccccc3)n[nH]c2=S)ccc1O	-11%	-13%	2.4%	0%	-11%
CCOC(=O)C(C)Sc1nnc(-c2ccccc2O)n1Cc1ccccc1 (stereo not given)	49%	0%	5.5%	-11%	-2%
O=c1c(C=NCc2ccccc2)c(NCc2ccccc2)nc2ccccn12	79%	7%	4.8%	12%	3%
COc1ccc(-n2ncc3c2CC(C)(C)CC3NC(=O)CCN2CCCC2=O)cc1 (stereo not given)	-1%	-1%	1.5%	-6%	2%
O=C(COC(=O)c1ccccc1)NC1CCCC1	51%	-4%	0.1%	-1%	-9%
O=C(Cc1ccccc1Cl)Nc1cccnc1	-12%	-2%	i	4%	3%
CCOc1ccc(NS(=O)(=O)c2cc(C(=O)N3CCCC3)ccc2Cl)cc1	-2%	-6%	7.1%	6%	-2%
Cc1cc2cc(CNC(=O)c3ccc4c(c3)OCO4)ccc2[nH]1	37%	0%	1.9%	15%	4%
O=C(CC1CCS(=O)(=O)C1)NC1CCCCC1 (stereo not given)	-10%	-6%	0.7%	-7%	5%
Cc1cccc(OCc2nnc(N)s2)c1C	-3%	-4%	i	-5%	-2%
CCOc1ccc(Br)cc1S(=O)(=O)NCCN1CCCC1	-13%	0%	0.7%	10%	-12%
CC(NC(=O)c1cccc(S(=O)(=O)N2CCN(C)CC2)c1)C1CC2CCC1C2 (stereo not given)	4%	-1%	0.8%	-7%	-5%
COCCC(=O)N1CCCC(CCC(=O)NCc2ccc(F)c(F)c2)C1 (stereo not given)	-1%	5%	i	4%	-1%
Cc1cccc(NC(=O)CNC(=O)c2cn(Cc3ccccc3)nc2-c2cccnc2)c1C	4%	·	1.3%	-8%	9%
Cc1oc2ccc(NS(=O)(=O)c3ccccc3)cc2c1C(=O)Nc1ccccc1	10%	-6%	2.6%	11%	9%
CCOC(=O)c1ccc(-n2c(CC)nc3ccccc3c2=O)cc1	24%	9%	·	-1%	·
CC(NC(=O)c1ccc(C(F)(F)F)cc1)C(c1ccccc1)N1CCOCC1 (stereo not given)	45%	-5%	3.2%	5%	-7%
O=C(NCc1ccc(Cl)cc1)C1CCCN(c2cnccn2)C1 (stereo not given)	12%	-5%	i	3%	2%
Cc1ccc(S(=O)(=O)N2CCCC(C(=O)NC3=NCCS3)C2)cc1 (stereo not given)	1%	-3%	0.7%	-1%	3%
O=S(=O)(c1cccc2cccnc12)N(CCO)CCO	·	-12%	5.6%	1%	-2%

# 3 compounds out of the list, ordered by formula weight, falling:
SMILES	M. tuberculosis	Salmonella PhoP GFP	VEEV TC-83 Vero	H37Rv inhibition	influenza NS1A
CC(NC(=O)c1ccc(C(F)(F)F)cc1)C(c1ccccc1)N1CCOCC1 (stereo not given)	45%	-5%	3.2%	5%	-7%
COCCC(=O)N1CCCC(CCC(=O)NCc2ccc(F)c(F)c2)C1 (stereo not given)	-1%	5%	i	4%	-1%
O=C(NCc1ccc(Cl)cc1)C1CCCN(c2cnccn2)C1 (stereo not given)	12%	-5%	i	3%	2%

# The results go on.
SMILES	M. tuberculosis	Salmonella PhoP GFP	VEEV TC-83 Vero	H37Rv inhibition	influenza NS1A
O=C(O)CCCNC(=O)CCn1nnc2ccccc2c1=O	-12%	3%	0.7%	-4%	5%
CC(C)(C)NCC(O)COc1cccc2[nH]c(=O)[nH]c12 (stereo not given)	-1%	-21%	0.8%	-1%	2%
CCCCc1n[nH]c2c1/C(=N/OCC)CC(C)(C)C2	19%	-2%	2.0%	?	·
COc1ccc(C2/C(=C(/O)c3ccc(S(=O)(=O)N4CCOCC4)cc3)C(=O)C(=O)N2CCN2CCOCC2)cc1 (stereo not given)	-10%	10%	1.8%	-3%	-7%
COc1ccc(N2CCN(CCN3C(=O)c4ccccc4C3=O)CC2)cc1	-5%	-1%	1.5%	-4%	-9%
COc1ccc(CCNC(=O)c2ccccc2Cl)cc1OC	14%	3%	1.1%	3%	-7%
C=C(C)Cn1cnc2cc(C)c(C)cc21	22%	4%	1.2%	0%	-3%
CC1(C)C2CCC13CS(=O)(=O)N[C@@H]3C2 (stereo not given in full)	-8%	-12%	0.8%	-2%	7%
Oc1cccc(/C=N/c2c(-c3ccco3)nc3ccccn23)c1	-11%	-6%	0.9%	-6%	15%
CCOC(=O)C1Nc2c(cc(C(F)(F)F)cc2[N+](=O)[O-])C2c3ccccc3CC12 (stereo not given)	77%	6%	i	?	4%
Cc1ccc(Cc2nnc(SCC(=O)Nc3ccccc3Cl)[nH]c2=O)cc1	-7%	14%	2.1%	-7%	-3%
CCOC(=O)c1cccc(NC(=O)c2ccc(F)cc2F)c1	27%	4%	0.7%	4%	-2%
COc1ccc(NC(=S)NCCCN2CCCC2=O)c(OC)c1	12%	-8%	i	5%	7%
CC(C)(C)NC(=O)C1CC2CCCCC2CN1 (stereo not given)	-16%	4%	1.8%	-5%	-8%
O=C(Nc1ccc(S(=O)(=O)N2CCCCC2)cc1)c1cnccn1	-2%	-1%	i	-6%	8%
O=C(CN1C(=O)CSC1=O)N1CCc2ccccc2C1	5%	-7%	2.1%	4%	4%

# Fetched one by one from above:
SMILES	M. tuberculosis	Salmonella PhoP GFP	VEEV TC-83 Vero	H37Rv inhibition	influenza NS1A
COc1ccc(NC(=S)NCCCN2CCCC2=O)c(OC)c1	12%	-8%	i	5%	7%
CCOC(=O)C1Nc2c(cc(C(F)(F)F)cc2[N+](=O)[O-])C2c3ccccc3CC12 (stereo not given)	77%	6%	i	?	4%
CC(C)(C)NC(=O)C1CC2CCCCC2CN1 (stereo not given)	-16%	4%	1.8%	-5%	-8%
Oc1cccc(/C=N/c2c(-c3ccco3)nc3ccccn23)c1	-11%	-6%	0.9%	-6%	15%
Cc1ccc(Cc2nnc(SCC(=O)Nc3ccccc3Cl)[nH]c2=O)cc1	-7%	14%	2.1%	-7%	-3%

# A portion from further up, as a working copy:
SMILES	M. tuberculosis	Salmonella PhoP GFP	VEEV TC-83 Vero	H37Rv inhibition	influenza NS1A
O=C(Nc1ccc(S(=O)(=O)N2CCCCC2)cc1)c1cnccn1	-2%	-1%	i	-6%	8%
O=C(CN1C(=O)CSC1=O)N1CCc2ccccc2C1	5%	-7%	2.1%	4%	4%

# Following part
SMILES	M. tuberculosis	Salmonella PhoP GFP	VEEV TC-83 Vero	H37Rv inhibition	influenza NS1A
CCC(C)n1c(SCC(=O)N(CC)c2c(N)n(Cc3ccccc3)c(=O)[nH]c2=O)nc2ccccc2c1=O (stereo not given)	·	·	7.2%	·	-3%
COc1cc(C(=O)N2CCN(C(=O)c3ccco3)CC2)cc(OC)c1OC	6%	8%	2.8%	-2%	1%
CCCOC(=O)c1ccc(NC(=O)c2cc(OC)c(OC)c(OC)c2Br)cc1	9%	-4%	0.8%	?	3%
COc1ccc(C(=O)Nc2ccc3ncccc3c2)cc1	60%	-6%	2.2%	11%	-21%
CC1=C/C(=N\S(=O)(=O)c2ccccc2)C(C(C)C)=CC1=O	63%	8%	6.3%	?	-6%
CC1CCCC(C)N1C(=O)/C=C/c1ccc(S(=O)(=O)N2CCOCC2)cc1 (stereo not given)	·	·	6.4%	·	-5%
CCOc1ccc2[nH]c(=O)c(CN(CC3COCCO3)C(=O)C3CC3)cc2c1 (stereo not given)	-15%	0%	0.6%	1%	-12%
Cc1cccc(C)c1NC(=O)c1ccc(N2CCCC2=O)cc1	·	·	7.4%	5%	-4%
CCn1ncc([N+](=O)[O-])c1C(=O)Nc1nc2cccc(C)c2s1	32%	2%	2.0%	7%	-7%
O=C(Nc1ccc2nc(-c3ccc4nc[nH]c4c3)[nH]c2c1)c1cccs1	34%	3%	4.3%	15%	3%
O=C(NCc1nc2ccccc2[nH]1)c1cccc(S(=O)(=O)N2CCCC2)c1	10%	3%	6.4%	2%	-6%
Cc1ccc(C)c(NS(=O)(=O)c2ccc(-c3cnc(C4CC4)o3)cc2)c1	3%	3%	11%	-2%	2%
CSC(=S)N/N=C(\C)c1ccccc1	?	13%	1.9%	?	-5%
CC(CCc1ccccc1)NC(=O)CCC1CCCC1 (stereo not given)	?	1%	1.0%	-4%	·
CCn1c2ccccc2c2cc(/C(C)=N/O)ccc21	17%	-6%	5.3%	0%	6%
O=C(Nc1nc2ccccc2c(=O)s1)c1ccc(F)cc1Cl	?	-27%	i	15%	-3%
CCc1nc2ccc(C(=O)N(C)CC(=O)Nc3ccccc3C(F)(F)F)cc2nc1CC	43%	·	10%	-5%	0%
CN1CCN(Cc2nnc(-c3ccccc3)o2)CC1	-3%	-6%	0.2%	5%	-27%
CC(=O)C1(C)N(O)C(C)(C)C(c2cccs2)=[N+]1[O-] (stereo not given)	-14%	0%	0.2%	-7%	-2%
Cc1ccc(NS(=O)(=O)c2cc(C(=O)N3CCc4ccccc4C3)ccc2Cl)cc1	11%	-5%	4.2%	-4%	-1%
CCOc1cc(C(c2c(C)[nH][nH]c2=O)c2c(C)[nH][nH]c2=O)ccc1OS(=O)(=O)c1ccc(C)cc1	10%	-3%	i	2%	5%
COc1ccc2c(c1)/C(=N/OC(=O)c1cccs1)CCC2	19%	-6%	0.8%	?	-8%
O=C(Nc1ccccc1C(=O)NCc1ccco1)c1ccccc1	28%	18%	7.4%	5%	1%
Cc1cccn2c(=O)c(C=NCCO)c(Nc3ccc(Cl)cc3)nc12	-2%	-11%	·	3%	·
